APEX1 inh = qHTS Assay for Inhibitors of the Human Apurinic/apyrimidinic Endonuclease 1 (APE1); hit rate 0.35% among 350,000; Potency, µM (titrated, usually from 65.8 µM), for inactives: at the top dose activity change, negative = inhibition, usual class: inhibitors; recombinant APE1, TAMRA/BHQ-2 abasic DNA cleavage fluorescence; AID 2517, 2012; DNA repair nuclease/redox regulator APEX1 (Homo sapiens), P27695;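 further: plate controls were vehicle for no effect and reference inhibitor for full effect; nearly all actives have a fitted effect of over 55% in size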
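Readout is kinetic fluorescence (ex 525, em 598 nm) from cleavage of 50 nM TAMRA/BHQ-2 THF abasic duplex by 0.75 nM APE1, compound added 15 min beforehand at RT.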
BAZ2B block = qHTS Assay for Inhibitors of BAZ2B; Bromodomain adjacent to zinc finger domain protein 2B (Homo sapiens), Q9UIF8; AlphaScreen BAZ2B-H3K14Ac peptide displacement; Potency, µM (highest dose often 114 µM), inactives show top-dose activity change, negative = inhibition, most hits filed as inhibitors; hit rate 4.4% among 360,000; AID 504333, 2011; further: on the % scale 0 is the no-effect control and ±100 the full control effect; nearly all actives have a fitted effect of over 60% in size
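Multi-concentration screen (max 110 uM) measuring displacement of acetylated histone H3 peptide from BAZ2B by AlphaScreen, using 50 nM protein, 50 nM peptide and 10 ug/mL streptavidin donor plus Ni-chelate acceptor beads.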
Apoferritin bind = qHTS Assay for Identification of Novel General Anesthetics. Ferritin light chain (Equus caballus), P02791. apoferritin/1-aminoanthracene competitive binding, fluorescence. Potency, µM (highest dose often 77.5 µM), inactives show at the highest dose activity change, negative = displacement, most hits filed as inhibitors. hit rate 0.074% among 350,000; further: on the % scale 0 is the no-effect control and ±100 the full control effect; nearly all actives have a fitted effect of over 20% in size
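Horse-spleen apoferritin (10 uM) in 50% saturated 1-aminoanthracene in PBS was incubated 10 min at room temperature with compound. Fluorescence (ex 380, em 535 nm) was normalized to free and bound 1-AMA, with concentration-response fitted by a four-parameter Hill equation.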
Pol kappa inh = qHTS for Inhibitors of Polymerase Kappa; DNA polymerase kappa (Homo sapiens), Q9UBT6; purified Pol kappa, fluorescent DNA synthesis assay, 10 min; Potency, µM (top dose mostly 107 µM), for inactives: at the highest dose activity, negative = inhibition, hits mostly inhibitors; hit rate 0.53% among 400,000; AID 588579, 2011; further: on the % scale 0 is the no-effect control and ±100 the full control effect
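Kinetic fluorescence screen: compound preincubated 15 min RT with 10 nM enzyme; 50 nM substrate (final) initiates; reads at 0/10 min.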
POLB inh = qHTS Assay for Inhibitors of DNA Polymerase Beta; P06746; Pol beta primer extension/strand displacement, fluorescence kinetic; Potency, µM (titrated, usually from 114 µM), for the others: at the highest dose activity change, negative = inhibition, usual class: inhibitors; hit rate 1.3% among 340,000; AID 485314, 2010; further: on the % scale 0 is the no-effect control and ±100 the full control effect
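Kinetic readout of DNA synthesis with strand displacement by Pol beta. Compound and 10 nM enzyme sit 15 min at room temperature; 50 nM substrate starts the reaction, read immediately and at 10 min.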
BLM helicase inh = qHTS Assay for Inhibitors of Bloom's syndrome helicase (BLM); RecQ-like DNA helicase BLM (Homo sapiens), P54132; recombinant BLM DNA unwinding, fluorescence dequenching; Potency, µM (doses to about 56.1 µM), inactives show at the top dose activity change, negative = inhibition, most hits filed as inhibitors; hit rate 0.2% among 350,000; AID 2528, 2010;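 further: plate controls were vehicle for no effect and no enzyme for full effect; nearly all actives have a fitted effect of over 35% in size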
POLH inh = qHTS for Inhibitors of Polymerase Eta | hit rate 1.2% among 390,000 | Potency, µM (series often up to 114 µM), for inactives: at the highest dose activity change, negative = inhibition, hits mostly inhibitors | recombinant Pol eta, fluorescent DNA replication assay | DNA polymerase eta (Homo sapiens), Q9Y253; further: on the % scale 0 is the no-effect control and ±100 the full control effect
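Fluorescent replication assay: 50 nM final substrate added after a 15 min room-temperature compound preincubation with 10 nM enzyme. Signal taken at 0 min and again at 10 min.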
G9a inh = qHTS Assay for Inhibitors of Histone Lysine Methyltransferase G9a. Histone-lysine N-methyltransferase EHMT2 (Homo sapiens), Q96KQ7. G9a H3K9 monomethylation, AlphaScreen, 2 h. Potency, µM (series often up to 102 µM), for inactives: at the highest dose activity, negative = inhibition, actives largely listed as inhibitors. hit rate 8.8% among 350,000. AID 504332, 2011; further: on the % scale 0 is the no-effect control and ±100 the full control effect; nearly all actives have a fitted effect of over 75% in size
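Methyltransferase reactions run at room temperature for 2 h (20 nM enzyme, 500 nM biotin-H3K9 peptide, 20 uM SAM) after a 15 min compound preincubation; product detected by AlphaScreen beads and anti-H3K9me1 antibody.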
POLI inh = qHTS for Inhibitors of Polymerase Iota; hit rate 1% among 390,000; Pol iota fluorescent replication assay, 10 min; DNA polymerase iota (Homo sapiens), Q9UNA4; Potency, µM (series often up to 115 µM), without a hit: at the highest dose activity, negative = inhibition, most hits filed as inhibitors; AID 588590, 2011
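Fluorescent replication assay read twice, at 0 min and 10 min after adding 50 nM (final) substrate. Enzyme (10 nM) and compounds were first incubated 15 min at room temperature; enzyme-free buffer wells were negative controls.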
Numbers without * were called inactive; ? = inconclusive; nt = not tested or not shown; [ ] = remark or other dose. The call rests on the fitted dose curve; in most records, active means well fitted curve in the direction sought with a large enough effect; inconclusive means small, poorly fitted or top-dose-only effect, or another doubt; inactive means no such curve, though single readings can be large; an effect the other way counts as inactive or inconclusive. Potency means the concentration at half of the fitted maximal effect. The list is partial (hit frequency here may not be typical).

Second line of a record – Pol kappa inh	Apoferritin bind	POLI inh	BAZ2B block	G9a inh	POLH inh	POLB inh	BLM helicase inh	APEX1 inh
COCCCn1c(SCc2ccccc2F)nc2c(sc3ccccc32)c1=O
 : 2%[60.1 µM]	4%	23%	28%	0%[59 µM]	-11%	6%	-3%	nt
COc1ccc(CN/C(C)=C(/C#N)C(N)=O)cc1OC
 : -7%	-16%	15%	-2%	-4%	2%	-1%	2%	-2%
Cc1ccc(N2CCN(/N=C/C=C/c3ccccc3)CC2)cc1
 : -15%	-6%	7%	3%	24%[59 µM]	-5%	20%	3%	-3%
O=Nc1c(-c2c(O)[nH]c3ccccc23)[nH]c2ccccc12
 : -2%[60.1 µM]	nt	-3%[58.9 µM]	nt	8.9µM*	-13%[57.1 µM]	-4%[57.1 µM]	-11%	?
Cc1c(Cl)cnc(NC(=O)COC(=O)CCC(=O)c2cccs2)c1Cl
 : -17%	-22%	?	-8%	-14%	?	?	-14%	-12%
O=S(=O)(NCc1ccco1)c1ccc(S(=O)(=O)N2CCCC2)cc1
 : -7%	-6%	48%[activator]	?	nt	-14%	-1%	-5%	7%
COc1ccc2cc(-c3ccn[nH]3)ccc2c1
 : -1%	-7%	-27%	-12%	-13%	-10%	-4%	-3%	-4%
Cc1ccc(NC(=O)C2CCCN(S(=O)(=O)c3c(C)noc3/C=C/N(C)C)C2)c(C)c1 (stereo not drawn)
 : -1%	-21%	44%[activator]	-23%	33%	-5%	31%	-3%	37%[activator]
FC(F)(F)c1ccccc1CNCc1ccc2c(c1)OCO2
 : -9%	-2%	7%	?	-63%	-5%	-4%	-10%	0%
CC(CNC(=O)CN1C(=O)COc2ccc(S(=O)(=O)N3CCCCCC3)cc21)c1ccccc1 (stereo not drawn)
 : -17%	1%	7%	?	-27%[59 µM]	-20%	0%	-4%	nt
CC1(C)Cc2c(c(=S)nc(-c3ccccc3)n2CCO)CO1
 : 4%	-8%	-17%	-3%	?	-8%	0%	-4%	1%
CCOc1ccccc1C1CC(=O)NC2=C1C(=O)CCC2 (stereo not drawn)
 : -12%	-6%	8%	-2%	?	-12%	8%	1%	12%
COC(=O)CSc1nnc(CNC(=O)Cc2ccccc2)n1-c1ccccc1OC
 : -4%	-8%	5%[58.9 µM]	3%	11%	0%	29%	-6%	-2%
CCOC(=O)CNC(=S)N(Cc1ccccc1)Cc1ccccc1F
 : -7%	-3%	45%[activator]	12%	22%[59 µM]	-24%	26%	-7%	-7%
O=C(Cc1ccsc1)OCC(=O)c1ccccc1
 : -19%	nt	73%[activator]	nt	nt	-26%	nt	nt	4%

Overlap with the part before: two entries; new compounds follow.
Second line of a record – Pol kappa inh	Apoferritin bind	POLI inh	BAZ2B block	G9a inh	POLH inh	POLB inh	BLM helicase inh	APEX1 inh
CCOC(=O)CNC(=S)N(Cc1ccccc1)Cc1ccccc1F
 : -7%	-3%	45%[activator]	12%	22%[59 µM]	-24%	26%	-7%	-7%
O=C(Cc1ccsc1)OCC(=O)c1ccccc1
 : -19%	nt	73%[activator]	nt	nt	-26%	nt	nt	4%
COc1ccccc1C(=O)Oc1c(Sc2ccccc2)c(C)nn1C(C)(C)C
 : -10%	-3%	11%	24%	55%[activator][59 µM]	?	-3%	-9%	nt
N/C(=N\OC(=O)C1CCCCC1)c1cccc([N+](=O)[O-])c1
 : 0%	?	5%	-4%	0%[2.33 µM]	-14%	22%	-4%	14%
CC(C)=CCCC(C)CN1CCC(n2nccc2NC(=O)c2ccccc2)CC1 (stereo not drawn)
 : 4%	-15%	16%	-12%	12%	-4%	2%	-3%	43%[activator]
CN1N=C(c2ccc(Cl)cc2)CC(c2ccc(Cl)cc2)C1=O (stereo not drawn)
 : -7%	21%	-10%	30%[activator]	62%	-3%	-1%	-12%	-3%
COc1cc(C(=O)N2C(=O)c3cccc(N)c3C2=O)cc(OC)c1OC
 : -12%	229%[activator]	36%[activator]	-2%	?	0%	-26%	-1%	3%
CCOc1cc2[nH]c(=S)n(CCCN3CCOCC3)c(=O)c2cc1OCC
 : 0%	-3%	9%	1%	-47%[12.7 µM]	-15%	6%	3%	-4%
CC(C)[C@@H](C(=O)N1CCCC1)N1C(=O)N2CCc3c([nH]c4ccccc34)[C@@]2(C)C1=O
 : -16%	-6%	-6%	-1%[57.1 µM]	nt	-13%	65%	-1%	2%
COc1ccccc1C(=O)NCCC(=O)NCC(c1ccccc1)N(C)C (stereo not drawn)
 : -6%	2%	21%	-33%	44%	-8%	23%	-3%	33%
CCOC(=O)c1c(C)[nH]c(C=C2C(=O)CCCC2=O)c1O
 : -7%	4%	24%	?	?	-11%	-1%	-10%	-8%
S=c1[nH]nc(-c2cccnc2)n1/N=C/c1ccccc1
 : -8%	-8%	115%[activator]	?	4µM*	-17%	21%	1%	-1%
COC(=O)c1ccc(C)c(NC(=O)CCCN2C(=O)NC(C)(C)C2=O)c1
 : -15%	nt	8%	11%	17%[59 µM]	-15%	nt	nt	14%
O=C(CSc1nnc(-c2ccc(Cl)cc2)n1-c1ccc(Cl)cc1)N/N=C/c1ccccc1C(=O)O
 : -2%	-9%	59%[activator]	-15%	-45%	-24%	11%	1%	20%
Cc1nn(CCc2n[nH]c(=S)n2-c2ccc(F)c(Cl)c2)c(C)c1[N+](=O)[O-]
 : -2%	-13%	12%	-6%	?	-3%	1%	1%	2%
O=C1CC(c2ccc(Cl)c(Cl)c2)CC(O)=C1C=NCCN1CCNCC1 (stereo not drawn)
 : nt	-15%	nt	-2%	1%	nt	0%	-7%	-6%
O=C(N/N=C\c1cccc(F)c1)c1ccc(Cn2cc(Br)c([N+](=O)[O-])n2)o1
 : -6%	-18%	41%[activator]	-11%	-33%	-6%	-13%	-4%	-4%
C=CCC[C@@H](Cc1ccc(F)cc1)C(=O)OC[C@H](Cc1c[nH]c2ccccc12)NC(=O)[C@@H](CC=C)CC(=O)NCCO
 : -25%	nt	18%	nt	nt	-23%	nt	nt	-22%
CC(C)Oc1ccc(C2CC(=O)N(c3cccc(Br)c3)C2=O)cc1 (stereo not drawn)
 : -6%	-19%	10%	5%	4%	-9%	4%	-9%	?
CC(=O)c1cccc(NC(=O)C2=CC(c3cccs3)=NS(=O)(=O)N2C)c1
 : -8%	-9%	33%[activator]	-33%	-1%	-15%	2%	-7%	15%
Cc1cccc(OCCOCCN2CCOCC2)c1C
 : -6%	-11%	11%	-2%	7%[12.7 µM]	-1%	-1%	-1%	-4%
O=C(CN1CCN(Cc2cccc(Cl)c2)C1=O)NCc1cccs1
 : -2%	-4%	9%	-2%	31%[59 µM]	-7%	18%	-1%	15%
Cn1c(N)c(C(=O)COC(=O)c2ccccn2)c(=O)n(C)c1=O
 : 0%	4%	38%[activator]	79µM*	20µM*	-12%	14%	-1%	-4%
CC(C)C(=O)c1cn(CC(=O)O)c2ccccc12
 : -5%	3%	?	-37%	-32%	-17%	0%	1%	6%
CC(C)Cc1ccc(C(=O)Nc2ccc(Cc3ccncc3)cc2)o1
 : 2%	-21%	23%	-38%	3%	-14%	-2%	-10%	7%
O=C(OCC(=O)N1CCCCC1)c1ccc2c(c1)C(=O)N(Cc1ccco1)C2=O
 : 1%	nt	-14%	-6%	7%[12.7 µM]	9%	nt	nt	2%
COC(=O)[C@@]1(C)[C@H]2C(=O)N(C)C(=O)[C@H]2[C@H]2CN=C(SCC(=O)c3ccccc3)N21
 : -7%	nt	?	nt	nt	-7%	nt	nt	-2%
CC1(C)CC(=O)c2sc(NC(=O)C3CC3)nc2C1
 : 8%	-8%	18%	-4%	5%	-12%	27%	3%	-3%
O=C(Cc1ccccc1)NCCc1csc2nc(-c3ccc(Cl)cc3)nn12
 : -3%[60.1 µM]	-3%	23%	7%	17%[59 µM]	-12%	-11%	-5%	nt
CCOC(=O)CSc1ccc2nnc(-c3ccncc3)n2n1
 : 3%	-3%	40%[activator]	2%	?	1%	0%	-2%	-2%
Cc1c(OCC(=O)NCc2ccncc2)ccc2c3c(c(=O)oc12)CCC3
 : 8%	1%	51%[activator]	?	37%[activator]	-15%	31%	-1%	9%
CN(C)c1ccc(C(=O)NCc2ccc3c(c2)CCN3C(=O)c2ccc(Cl)cc2)cc1
 : -15%[60.1 µM]	-10%	?	-18%	4%[59 µM]	-4%	6%	-2%	nt
CC(=O)N1CCC2(CC1)OC(=O)C(C)=C2C(=O)Nc1cc(C)ccc1C
 : -18%	-8%	16%	2%	0%[59 µM]	2%	?	-5%	nt
CCOC(=O)N1CCC(NC(=O)CC2C(=O)NCCN2Cc2ccc(C)cc2)CC1 (stereo not drawn)
 : 4%	-11%	21%	-31%	?	-21%	14%	-1%	33%
CC(=O)N1CCN(c2nc3cc4c(cc3nc2NS(=O)(=O)c2ccccc2)OCCO4)CC1
 : -8%	35%[activator]	14%	-4%	27%[12.7 µM]	-13%	1%	-1%	-3%
FC(F)(F)c1nnc2ccc(N3CCCC3)nn12
 : -25%	-18%	22%	-3%	14%	-6%	23%	-4%	3%

Marked active in BAZ2B block (from the list above):
| Compound | Pol kappa inh | POLI inh | BAZ2B block | G9a inh | POLH inh | POLB inh | BLM helicase inh | APEX1 inh |
| --- | --- | --- | --- | --- | --- | --- | --- | --- |
| Cn1c(N)c(C(=O)COC(=O)c2ccccn2)c(=O)n(C)c1=O | 0% | 38%[activator] | 79µM* | 20µM* | -12% | 14% | -1% | -4% |
